aSyn rescue = qHTS of alpha-syn Inhibitors; AID 652106, 2013; hit rate 0.14% among 370,000; Potency, µM (highest dose often 46.1 µM), inactives show at the highest dose growth rescue (activation), hits mostly activators; Yeast expressing alpha-synuclein, growth rescue, BacTiter-Glo, 24 h; further: potency means the concentration at half of the fitted maximal effect; % of control where 0% means no effect; nearly all actives have a fitted effect of over 65% in size
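Screening used galactose-induced yeast with toxic alpha-synuclein levels, exposed to compound for 24 hr at 30 deg C. Cell growth, read with BacTiter-Glo luminescence, gave the measured signal.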
PLK1 PBD inh = qHTS for Inhibitors of PLK1-PDB (polo-like kinase 1 - polo-box domain): Primary Screen | Plk1 PBD binding of FITC phosphopeptide, fluorescence polarization | Potency, µM, for the others: max response, negative = inhibition, usual class: inhibitors | Serine/threonine-protein kinase PLK1 (Homo sapiens), P53350 | hit rate 2.8% among 360,000; further: potency means the concentration at half of the fitted maximal effect; series mostly up to about 57 µM; on the % scale 0 is the no-effect control and ±100 the full control effect; nearly all actives have a fitted effect of over 65% in size
Target sequence (P53350 whole entry, looked up, the tested form may be a part): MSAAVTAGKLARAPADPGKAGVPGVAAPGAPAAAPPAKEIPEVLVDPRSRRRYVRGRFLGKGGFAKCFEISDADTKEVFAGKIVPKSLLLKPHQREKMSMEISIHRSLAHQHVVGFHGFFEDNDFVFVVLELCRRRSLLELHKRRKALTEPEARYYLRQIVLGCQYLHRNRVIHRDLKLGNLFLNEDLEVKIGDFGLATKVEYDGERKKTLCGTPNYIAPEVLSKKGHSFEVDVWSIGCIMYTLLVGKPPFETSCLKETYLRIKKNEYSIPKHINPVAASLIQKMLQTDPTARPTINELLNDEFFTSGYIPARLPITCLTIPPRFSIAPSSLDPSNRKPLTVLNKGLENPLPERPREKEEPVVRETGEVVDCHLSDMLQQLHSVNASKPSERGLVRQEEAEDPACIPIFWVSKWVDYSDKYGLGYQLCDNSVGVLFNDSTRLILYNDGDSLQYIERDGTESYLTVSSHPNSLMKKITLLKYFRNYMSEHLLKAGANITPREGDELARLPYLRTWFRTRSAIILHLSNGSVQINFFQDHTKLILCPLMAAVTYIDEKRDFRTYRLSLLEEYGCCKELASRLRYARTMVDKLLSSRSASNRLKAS
FUS yeast rescue = qHTS for Suppressors of FUS Proteinopathy: Primary screen using FUS-linked yeast assay | hit rate 0.24% among 390,000 | S. cerevisiae FUS-expressing, growth rescue, OD600, 24 h | Potency, µM (series often up to 76.6 µM), for inactives: top-dose growth rescue (activation), usual class: activators;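 further: potency means the concentration at half of the fitted maximal effect; plate controls were DMSO vehicle for no effect and reference control for full effect; nearly all actives have a fitted effect of over 55% in size; some results filed as inactive show a strong effect at the top dose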
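FUS-expressing yeast, raffinose-pregrown, induced in 2% galactose minimal medium at OD 0.005; compounds in a dilution series, 24hr at 30C. Growth restoration read as absorbance at 600 nm. CP55940 positive control, DMSO negative.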
WRN helicase inh = qHTS for Inhibitors of WRN Helicase | WRN helicase unwinding, fluorescent forked duplex, kinetic | hit rate 0.46% among 360,000 | Potency, µM (doses to about 114 µM), inactives show at the top dose activity change, negative = inhibition, hits mostly inhibitors | AID 651768, 2012; further: potency means the concentration at half of the fitted maximal effect; on the % scale 0 is the no-effect control and ±100 the full control effect; nearly all actives have a fitted effect of over 55% in size
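Kinetic fluorescence helicase assay: unwinding of a quenched forked DNA duplex (100 nM final) with 2 mM ATP final raises red fluorescence (525/598 nm). Compounds sat 15 min at room temperature with 20 nM WRN beforehand.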
EPAC1 antag = qHTS for Antagonist of cAMP-regulated guanine nucleotide exchange factor 3 (EPAC1): primary screen. EPAC1 GEF assay, Rap1b-BODIPY-GDP exchange fluorescence. Potency, µM (doses to about 115 µM), inactives show at the highest dose activity change, negative = inhibition, actives largely listed as inhibitors. AID 720709, 2013. hit rate 0.14% among 360,000;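 further: potency means the concentration at half of the fitted maximal effect; plate controls were vehicle for no effect and positive control for full effect; nearly all actives have a fitted effect of over 50% in size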
IL2 activator = qHTS of IL-2 Activators | IL-2 activation reporter assay, cell-based qHTS; stimulated with anti-CD3/CD4/CD28 beads; in transgenic mouse T cells | activation, % (series mostly up to about 46 µM) | hit rate 0.065% among 360,000 | AID 652025, 2013; in the data active means activation above about 50%; inconclusive means mostly about 30% to 49%; further: 0% is about no effect
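Unstimulated transgenic mouse T cells; 60-min compound exposure; bead-based TCR/CD4/CD28 stimulation; 18 h culture, 37 degrees C; dual fluorescence (EGFP, DsRed) plate cytometry.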
PI5P4Ka inh = qHTS for Inhibitors of phosphatidylinositol 5-phosphate 4-kinase (PI5P4K) | Phosphatidylinositol 5-phosphate 4-kinase type-2 alpha (Homo sapiens), P48426 | PI5P4Kalpha enzyme, ADP-Glo luminescence, 60 min; active compounds read low | max response, % | hit rate 1.2% among 330,000; active means max response of -50% or lower; inconclusive means between -30% and -50%; inactive means -30% or higher; further: value at the top dose of about 77 µM; on the % scale 0 is the no-effect control and ±100 the full control effect
Target sequence (P48426 whole entry, looked up): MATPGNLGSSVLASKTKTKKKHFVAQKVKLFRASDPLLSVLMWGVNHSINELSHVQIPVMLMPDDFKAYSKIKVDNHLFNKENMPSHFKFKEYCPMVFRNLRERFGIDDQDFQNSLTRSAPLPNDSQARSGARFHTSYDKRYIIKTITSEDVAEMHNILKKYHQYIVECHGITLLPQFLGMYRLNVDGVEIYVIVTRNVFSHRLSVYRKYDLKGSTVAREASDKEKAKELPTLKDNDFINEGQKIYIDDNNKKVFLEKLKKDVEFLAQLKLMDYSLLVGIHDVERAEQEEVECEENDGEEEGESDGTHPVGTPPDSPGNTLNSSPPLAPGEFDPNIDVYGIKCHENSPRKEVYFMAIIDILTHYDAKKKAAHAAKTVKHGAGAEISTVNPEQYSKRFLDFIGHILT
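Reactions run in 0.038 M HEPES pH 7.4, 0.28 mM EGTA, 0.1% CHAPS and 5% DMSO, with PI5P4Kalpha, substrate, compound and 5 microM ATP final, one hour at room temperature. Readout is ADP-Glo luminescence.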
EPAC1 ag = qHTS for Agonist of cAMP-regulated guanine nucleotide exchange factor 3 (EPAC1): primary screen; AID 720707, 2013; Rap guanine nucleotide exchange factor 3 (Homo sapiens), O95398; Potency, µM (series often up to 154 µM), inactives show at the highest dose activation, usual class: activators; EPAC1 agonist qHTS, biochemical assay; response scale: 100% = response to 6.5 mM cAMP; hit rate 0.073% among 360,000; further: potency means the concentration at half of the fitted maximal effect; nearly all actives have a fitted effect of over 60% in size
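Multi-concentration qHTS readout: loss of Rap1B-bound BODIPY-GDP fluorescence driven by 100 nM EPAC1 with excess GDP (50 uM), monitored kinetically at room temperature; agonist response expressed relative to 6.5 mM cAMP.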
Abeta yeast res = qHTS for compounds that reverse cellular toxicity of Amyloid beta (A-beta) peptide in yeast: Primary Screen | yeast expressing A-beta42, growth rescue, OD600, 48 h; response scale: 0% DMSO, 100% iron-clioquinol control | Potency, µM (highest dose often 46.1 µM), for the others: at the highest dose growth rescue, most hits filed as activators | hit rate 0.063% among 410,000 | AID 1347071, 2019; further: potency means the concentration at half of the fitted maximal effect; nearly all actives have a fitted effect of over 55% in size
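Growth rescue measured by 600 nm absorbance after 48 h yeast culture at 30 C with compound. Values normalized between DMSO and an equimolar ferric chloride plus clioquinol control.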
The depositor's hits bear a star; ? = inconclusive; / = no result given; & = joins results of further samples; ! = not active in a repeat; [ ] = another dose, or the depositor's remark. Unless noted, the call rests on the fitted dose curve; in most records, active means well fitted curve in the direction sought with a large enough effect; inconclusive means small, poorly fitted or top-dose-only effect, or another doubt; inactive means no such curve, though single readings can be large; an effect the other way counts as inactive or inconclusive.

SMILES	aSyn rescue	PLK1 PBD inh	FUS yeast rescue	WRN helicase inh	EPAC1 antag	IL2 activator	PI5P4Ka inh	EPAC1 ag	Abeta yeast res
CCc1nnc(NC(=O)CN2CCN(C(=O)c3ccccc3)CC2)s1	3%	-12%	-4%	-9%	-5%	3.9	2	12%	-16%
CCN(CC)CCNC(=O)Cc1nn(CC)c(=O)c2ccccc12	6%	-6%	-14%	21%	-7%	0.5	/	4%	-10%
O=C(OCC(=O)c1ccc[nH]1)c1ccc(Cl)c(Cl)c1	-3%	-13%	14%	8%	8%	0.5	-1	3%	9%
CCc1ccccc1NC(=O)[C@@H]1CCC(=O)N1C1OC(=O)c2c1ccc(OC)c2OC (stereo partly drawn)	-6%	-4%	-15%	11%	3%	-1.7	-7	-9%	3%
Oc1ccc(C[C@@H]2CNC(=S)N2CCCCC2CCCCC2)cc1	3%	-5%	?	-3%	-12%	0.3	10	5%	?
CC1=C(C(=O)N(C)C)C(c2ccc(Cl)c(Cl)c2)NC(=O)N1 (stereo not drawn)	3%	-16%	14%	-6%	0%	0.3	-5	8%	3%
O=C(CNS(=O)(=O)c1cccs1)N1CCN(c2ccccc2F)CC1	1%	0%	-3%&-16%	5%	9%	0.3	8	-9%	-14%&-1%
COc1ccc(NC(=O)c2cccc(-n3c(C)ccc3C)c2)c(OC)c1	-6%	-1%	?	-12%	7%	-0.1	2	6%	15%
Cc1cccc(/C=N\NC(=O)c2ccc(Cl)cc2)c1O	2%	-3%	21%	4%	2%	-1.9	0	4%	-15%
COc1ccc(C(=O)CSc2nc3ncccc3[nH]2)cc1OC	-1%	-11%	13%	-2%	-11%	-4.2	-19	2%	-17%
CCN(CC)c1ncnc2c1ncn2[C@H]1CN(Cc2ccccc2)C[C@@H](CO)O1	0%	-2%	2%	1%	-23%	-0.4	4	-2%	-12%
O=C(CCN1CCc2ccccc2C(O)(c2ccccc2)C1)c1ccc2c(c1)OCCO2 (stereo not drawn)	-75%[inhibitor]	?	/	32µM*	-6%	-6.5	-7	1%	-82%[inhibitor]
O=C(Nc1ccc(F)c(Cl)c1)C1Cc2c(-c3ccc4c(c3)OCO4)ccnc2O1 (stereo not drawn)	2%	4%	0%	1%	-9%	0.8	0	2%	0%
COc1cc(S(=O)(=O)N2CCOCC2)ccc1NC(=O)COC(=O)c1ccccn1	0%	-1%	-9%	1%	-9%	4.6	1	-2%	17%
Cc1ccc(N2CC(C(=O)NC(C)CCc3ccccc3)CC2=O)cc1 (stereo not drawn)	-5%	1%	16%	13%	-18%	-2.4	0	-21%	-14%
CCCOc1ccc2ccccc2c1/C=C1\SC(=O)NC1=O	23%	?	32%	-8%	-19%	-0.8	1	6%	-83%[inhibitor]
COc1cccc(C2NC(=O)NC(C)=C2C(=O)OCC2CCCCC2)c1 (stereo not drawn)	2%	0%	-21%	6%	23%	-0.3	-10	3%	-5%
COc1ccccc1C(=O)Nc1nnc(S(=O)(=O)N2CCCCC2)s1	6%	-6%	-3%&-4%	-7%	23%	-1.3	-2	12%	3%&-7%
COc1ccc(S(=O)(=O)N(C)C[C@@H]2Oc3cc(Br)ccc3S(=O)(=O)N([C@H](C)CO)C[C@@H]2C)cc1	-1%	5%	?	10%	-14%	-4.0	-6	-11%	-12%
Cc1cccc(C)c1NC(=O)CNC(=O)Cc1c[nH]c2ccccc12	-9%	-9%	17%	-30%	-8%	-0.2	4	-1%	-2%
O=C(Cc1ccc(F)cc1)Nc1cccc(-c2cn3c(n2)SCC3)c1	3%	-14%	26%	-4%	-15%	0.4	-4	1%	1%
OCC[C@H]1C[C@H](O)[C@@H](O)[C@@]2(CCCCO2)O1	-4%	-5%	-29%	-2%	3%	-0.7	-2	3%	-3%
COc1ccc2oc(C(=O)N(Cc3ccco3)Cc3cccs3)c(C)c2c1	22%	-8%	26%	0%	1%	-5.1	-15	11%	-11%
CCCCc1nnc(NC(=O)CN(C)S(=O)(=O)c2ccc(C)cc2)s1	1%	-8%	1%	7%	-5%	-1.6	3	-9%	0%
NS(=O)(=O)c1ccc(CCN2C(=O)/C(=C\c3ccc(Cl)cc3)SC2=S)cc1	-12%	-14%	/	3%	-21%	6.7	1	-1%	9%

Taken from above:
Reading of CCCCc1nnc(NC(=O)CN(C)S(=O)(=O)c2ccc(C)cc2)s1 under aSyn rescue: 1%
Reading of CCCOc1ccc2ccccc2c1/C=C1\SC(=O)NC1=O under FUS yeast rescue: 32%

Entries listed so far containing a thiophene ring, fused or not, in the order listed:
SMILES	aSyn rescue	PLK1 PBD inh	FUS yeast rescue	WRN helicase inh	EPAC1 antag	IL2 activator	PI5P4Ka inh	EPAC1 ag	Abeta yeast res
O=C(CNS(=O)(=O)c1cccs1)N1CCN(c2ccccc2F)CC1	1%	0%	-3%&-16%	5%	9%	0.3	8	-9%	-14%&-1%
COc1ccc2oc(C(=O)N(Cc3ccco3)Cc3cccs3)c(C)c2c1	22%	-8%	26%	0%	1%	-5.1	-15	11%	-11%

Additional structures
SMILES	aSyn rescue	PLK1 PBD inh	FUS yeast rescue	WRN helicase inh	EPAC1 antag	IL2 activator	PI5P4Ka inh	EPAC1 ag	Abeta yeast res
CCCC(NC(=O)CNC(=O)C(C)(C)C)C(=O)O (stereo not drawn)	-4%	-8%	33%	0%	-5%	-1.9	/	5%	4%
Cc1ccc2[nH]c(=O)c(CN(CC3COCCO3)C(=O)Nc3ccccc3C)cc2c1 (stereo not drawn)	-6%	-10%	-7%	0%	?	-0.4	-2	6%	-7%
Cc1ccc(-c2[nH]nc3c2C(c2ccc(OC(=O)N4CCOCC4)cc2)C(C#N)=C(N)O3)cc1 (stereo not drawn)	5%	?	30%	0%	2%	-2.4	/	8%	14%
COc1cccc(C(=O)/C(C#N)=N/Nc2cccc(-c3ccnc(C)n3)c2)c1	-3%	-8%	20%	-12%	-27%	-0.3	-10	-11%	9%
O=C1C(Oc2ccccc2)C(c2cccs2)N1Cc1ccc2c(c1)OCO2 (stereo not drawn)	15%	-7%	9%	-6%	-20%	-2.9	/	12%	5%
CC(=O)c1cccc(NC(=O)N2CCCC2C(=O)NCc2ccccc2)c1 (stereo not drawn)	-2%	-12%	24%	-5%	0%	-1.7	2	-4%	2%
O=C(Nc1ccc2c(c1)OCO2)C1CCN(S(=O)(=O)c2cccc3cccnc23)CC1	3%	-5%	-13%	-11%	1%	0.5	-5	5%	-1%
CCn1c(SC/C=C/c2ccccc2)nnc1-c1cccs1	5%	-5%	31%	-3%	6%	-1.0	/	-5%	-30%[inhibitor]
CC(=NNC(=O)c1ccncc1)c1cc(Cl)ccc1Cl	-9%	1%	2%	7%	-19%	-0.3	0	-3%	2%
CC(C)NCC(O)COCCOc1ccc(Cl)cc1 (stereo not drawn)	2%	-5%	-2%	-4%	7%	0.1	0	4%	4%
Cc1sc(NC(=O)c2ccc(=O)n(C)n2)nc1-c1ccccc1	7%	-19%	9%	-16%	-3%	0.8	8	10%	0%
Cc1nc(NC(=O)CSc2nnc(N)s2)c(Cl)cc1Cl	-2%	-20%	16%	-16%	-2%	1.3	-17	2%	-12%
CNC(=O)c1cn(-c2ccccc2)c(=O)c2ccccc12	-4%	-8%	17%	-9%	-4%	-1.1	/	5%	-3%
CCC(C)[C@H]1CNC(=O)C(=O)N1CCCCC1CCCCC1 (stereo partly drawn)	11%	-17%	31%	-2%	-29%	-0.9	4	-6%	-3%
CCN(CC)C(=O)C[n+]1cccc(/C=N/O)c1	3%	-11%	-9%	2%	3%	1.8	-2	6%	-21%
Cc1ccc(C(=O)c2cc([N+](=O)[O-])ccc2N2CCOCC2)cc1C	21%	-9%	/	-35%	-5%	-0.5	21	6%	?
Cc1nn2c(c1-c1ccccc1)N=C(c1ccco1)CC2c1ccccc1 (stereo not drawn)	12%	42µM*!	29%	-7%	-1%	-0.6	-26	2%	-5%
CCCc1cc(C(=O)Nc2cc(C)on2)no1	-9%	-6%	-24%	-6%	0%	3.2	7	-3%	2%
COc1ccc(OCC(=O)NCCc2c[nH]c3ccccc23)cc1	17%	-10%	18%	7%	-9%	1.2	1	4%	12%
O=C(N/N=C/c1cc([N+](=O)[O-])ccc1Cl)c1cc(-c2ccccc2)nc2ccccc12	7%	4%	-22%	3%	-4%	-3.3	-4	14%	5%
O=C1NC(=O)C(CC(=O)N(Cc2ccco2)C2(C(=O)NC3CCCCC3)CCCCC2)N1 (stereo not drawn)	3%	1%	8%	-1%	9%	-1.6	-3	-1%	-4%
Cc1ccc(CN(CC(=O)NC(C)(C)C)C(=O)CNC(=O)c2cccs2)cc1	7%	0%	6%	-17%	6%	0.3	-3	1%	0%
CC1(C)C/C(=N\O)c2cc3c(nc2C1)CCCC3	-12%	-9%	4%	6%	-1%	-0.5	-1	0%	12%
Cc1cccc(NC(=S)N2CCC(C(N)=O)(N3CCCCC3)CC2)c1C	-5%	-3%	-17%	-11%	-2%	-1.9	1	4%	-2%
Cc1nc2c(C(=O)Nc3ccc(N4CCCC(O)C4)cc3)snc2c(=O)[nH]1 (stereo not drawn)	-1%	3%	-21%	-8%	-4%	-3.1	-5	2%	-13%
O=C(C1CC(c2ccc(F)cc2)=NO1)N1CCCCC1 (stereo not drawn)	0%	0%	-5%	-3%	-2%	-2.2	/	-1%	1%
O=C(NCC1COc2ccccc2O1)c1ccco1 (stereo not drawn)	1%	0%	26%	-12%	23%	-1.0	2	1%	1%
COCCCN(CC(=O)Nc1ccc(N2CCOCC2)cc1)S(=O)(=O)c1ccc(Cl)cc1	-1%	?	16%	2%	-3%	1.9	0	7%	-16%
